HKDC1 inh = HKDC1 hexokinase inhibitors, primary screen, biochemical, fluorescence, uHTS; Q2TB90; recombinant HKDC1, G6PDH/diaphorase resazurin coupled fluorescence; inhibition, % at 20 µM; 0.16% of 340,000 active; AID 493160, 2011;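 active = inhibition above about 35% when tested at 20 µM, limit read from the data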;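 note: plate controls were DMSO wells with enzyme for no effect and DMSO wells lacking enzyme for full effect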
Target sequence (Q2TB90 whole entry, looked up): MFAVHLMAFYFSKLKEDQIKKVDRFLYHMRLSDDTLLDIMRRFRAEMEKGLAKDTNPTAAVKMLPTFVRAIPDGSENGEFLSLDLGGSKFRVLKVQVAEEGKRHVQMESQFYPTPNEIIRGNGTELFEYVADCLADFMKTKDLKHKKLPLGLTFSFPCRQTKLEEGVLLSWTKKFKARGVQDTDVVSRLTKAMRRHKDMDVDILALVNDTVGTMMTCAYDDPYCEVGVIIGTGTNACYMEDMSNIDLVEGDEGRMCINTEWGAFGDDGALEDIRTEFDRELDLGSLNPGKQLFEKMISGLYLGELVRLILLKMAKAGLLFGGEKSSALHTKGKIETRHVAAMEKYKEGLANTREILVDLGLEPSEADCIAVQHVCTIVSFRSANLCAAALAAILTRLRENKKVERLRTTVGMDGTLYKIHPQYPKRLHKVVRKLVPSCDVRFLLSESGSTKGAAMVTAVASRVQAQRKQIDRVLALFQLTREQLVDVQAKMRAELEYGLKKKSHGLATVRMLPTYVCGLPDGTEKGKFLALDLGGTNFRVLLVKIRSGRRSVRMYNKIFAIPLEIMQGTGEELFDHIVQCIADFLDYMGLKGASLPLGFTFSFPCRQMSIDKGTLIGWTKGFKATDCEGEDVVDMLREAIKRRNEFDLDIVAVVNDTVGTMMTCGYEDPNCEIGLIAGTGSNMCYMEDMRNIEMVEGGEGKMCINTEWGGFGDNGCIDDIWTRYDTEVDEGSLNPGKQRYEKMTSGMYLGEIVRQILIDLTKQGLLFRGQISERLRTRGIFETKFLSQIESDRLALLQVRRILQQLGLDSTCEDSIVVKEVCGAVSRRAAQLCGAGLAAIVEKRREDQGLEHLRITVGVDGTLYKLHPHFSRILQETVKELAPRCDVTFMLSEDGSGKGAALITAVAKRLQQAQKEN
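Test system: recombinant HKDC1 (HK5) hexokinase enzyme, produced in-house; Amount: enzyme 5 µg/mL final; Buffer or medium: Tris pH 8.0 buffer with MgCl2, Tween-20, BSA, BME; Reagent: glucose and ATP substrates; Doses: 20 µM test compound, 1% DMSO; Incubation: 90 min reaction incubation at room temperature, dark; Detection: resorufin fluorescence at 613 nm.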
SENP8 block = SENP8 protease inhibitors, primary screen, biochemical, luminescence | purified SENP8, Z-RLRGG-aminoluciferin cleavage | inhibition, % at 10 µM | 1.2% of 330,000 active | AID 2540, 2010
Gli-Sufu antag = Gli-Sufu pathway antagonists, primary screen, luciferase luminescence, Sufu-KO-LIGHT cells, uHTS; Sufu-KO-LIGHT fibroblasts, Gli luciferase reporter luminescence; inhibition, % at 5 µM; 0.74% of 340,000 active;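 active = inhibition above about 55%, limit read from the data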;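 note: 0% = DMSO-treated cells and 100% = wells with medium but no cells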
697 NFkB inh = inhibitors of PMA/ionomycin-induced NF-kB reporter, 697 cells, primary screen, B-cell NF-kB inhibitor project, cell-based, luminescence, uHTS. 697 B-cell NF-kB luciferase reporter, 16 h. 0.33% of 330,000 active. inhibition, % at 4 µM. AID 435022, 2010; in the data active = inhibition above about 35%
Apaf-1 inh = inhibitors of human Apaf-1 apoptosome, primary screen, biochemical, DEVD-Rh110 fluorescence, uHTS | reconstituted apoptosome caspase-3 activity | inhibition, % at 20 µM | 0.71% of 330,000 active | AID 489030, 2010; active = inhibition of at least 40% at 20 µM;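 note: plate controls were DMSO wells for no effect and DEVD-CHO caspase inhibitor wells for full effect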
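System: Apoptosome proteins | Medium: Hepes pH 7.5 with detergent and BSA | Also added: Cytochrome c trigger plus (Z-DEVD)2-Rh110 caspase-3 substrate | Incubation: 30 min compound preincubation, 50 min activation, room temperature | Detection: Rhodamine 110 fluorescence at Ex 480/Em 540 nm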
UBC13 polyUb = UBC13 polyubiquitin chain formation inhibitors, primary screen, biochemical, TR-FRET, uHTS | Ubiquitin-conjugating enzyme E2 N (Homo sapiens), P61088 | inhibition, % at 20 µM | 0.47% of 330,000 active; in the data active = inhibition above about 45%, passing the limit was not always enough
Target sequence (P61088 whole entry, looked up): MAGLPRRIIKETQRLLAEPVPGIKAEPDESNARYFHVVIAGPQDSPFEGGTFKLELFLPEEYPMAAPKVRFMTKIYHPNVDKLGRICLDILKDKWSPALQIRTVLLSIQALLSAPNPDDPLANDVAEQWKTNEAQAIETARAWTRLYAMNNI
SENP7 inh = SENP7 protease inhibitors, primary screen, biochemical, luminescence, uHTS. recombinant SENP7, Z-RLRGG-aminoluciferin luminescence, 40 min. inhibition, % at 5 µM. 1.5% of 330,000 active;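 active = inhibition above about 50% at the single test dose, limit read from the data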;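 note: plate controls were DMSO with enzyme for no effect and no enzyme buffer wells for full effect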
Jurkat NFkB inh = inhibitors of induced NF-kB luciferase reporter, primary screen, TCR NF-kB activation inhibitor project, cell-based, luminescence, uHTS | Jurkat, PMA/ionomycin-induced NF-kB luciferase reporter | inhibition, % at 4 µM | 0.53% of 330,000 active | AID 435003, 2010
An asterisk follows results filed as active; / = no result given. Cut-off read from the data, not from the text of the source, unless noted: active = inhibition above about 50%; inactive = the rest.

SMILES	HKDC1 inh	SENP8 block	Gli-Sufu antag	697 NFkB inh	Apaf-1 inh	UBC13 polyUb	SENP7 inh	Jurkat NFkB inh
CCCCC(=O)Nc1ccc(C(=O)Nc2nc(CC(=O)OCC)cs2)cc1	-6	-13	-2	-9	1	-2	-5	2
OC(Cc1cccnc1)(Cc1cccnc1)c1cc2ccccc2[nH]1	-14	-7	-3	7	-2	3	6	-20
O=C(COC(=O)COc1ccccc1Cc1ccccc1)Nc1cccnc1Cl	1	10	-8	6	11	4	5	8
O=C(C1CCC(CNS(=O)(=O)c2cccs2)CC1)N1CCN(c2ccc(Cl)cc2)CC1 (stereo not given)	-3	-9	43	15	21	4	-10	48
CC(=O)Nc1c(-c2ccccc2)nc2ccc(Cl)cn12	4	-5	5	-5	0	-5	1	-9
Nc1nnc(SCC(=O)Nc2ccccc2)s1	-3	-1	-1	2	-13	1	-5	5
CCOC(=O)c1[nH]c2ccc(OC)cc2c1NC(=O)c1ccc(OC)c(OC)c1	-5	-2	2	-31	4	-10	2	-9
COc1ccc(CCNC(=O)CSc2nnc(CNC(=O)c3cccs3)o2)cc1OC	1	-7	-6	8	-5	-3	-1	-6
CCOC(=O)c1[nH]c2ccccc2c1NC(=O)c1cc(OC)c(OC)c(OC)c1	-9	-3	9	6	-5	-1	3	8
COc1ccc(C(=O)Nc2ccc(S(=O)(=O)Nc3cc(C)nc(C)n3)cc2)cc1OC	-13	-6	4	-3	0	-4	1	0
COc1ccc(-c2noc(N3CCC(C(=O)Nc4ccc(OC)cc4OC)CC3)n2)cc1	6	7	-4	29	10	11	1	5
CCCNC(=O)Cn1cnc2sc(C(=O)Nc3ccc4c(c3)OCO4)c(C)c2c1=O	-6	-13	-11	1	-2	4	3	-10
O=C(O)CC12CC3CC(C1)CC(n1ncc(NCc4ccc(F)cc4)c(Cl)c1=O)(C3)C2	-5	-2	7	-2	-5	-9	0	5
COc1cc(/C=C2/CCc3ccccc3C2=O)cc(OC)c1OC	21	-1	/	-52	1	15	6	-10
O=C(O)CCCCCNS(=O)(=O)c1ccc(Cl)cc1	-3	8	17	-19	-4	3	-5	-14
O=C(Nc1ccccc1)C1CC(=O)n2c(nc3ccccc32)N1 (stereo not given)	-9	-1	1	5	-31	8	7	-9
O=C(CCCOc1ccccc1)NNC(=O)c1ccncc1	-7	1	-4	7	-7	8	3	4
O=C(Nc1ccc(OC(=O)c2ccccc2)c(-c2nc3ccccc3s2)c1)c1ccccc1	-4	-1	8	12	9	-12	-7	-3
CCC(=O)Nc1cc(C(C)(C)C)ccc1C(C)=O	-10	-4	-7	-18	7	-5	-10	0
N#CC(C(=O)NCc1ccco1)c1nc2ccccc2nc1N1CCOCC1 (stereo not given)	13	-3	32	14	11	-11	5	10
O=C(/C=C/c1ccccc1)/C=C/c1ccccc1	20	-15	-5	-7	13	-5	-17	-10
Cc1cccc(/C(N)=N/OC(=O)COc2ccc(Cl)cc2)c1	-8	-15	-14	-7	-6	-8	-5	-4
O=C(CCc1nc2ccccc2c(=O)[nH]1)OCC(=O)N1CCN(S(=O)(=O)c2ccccc2)CC1	-2	-7	0	20	-2	1	1	0
COc1ccc(CN(C)C(=O)c2ccc(NS(=O)(=O)c3ccccc3)cc2)c(OC)c1	5	6	-7	12	10	-4	4	1
O=C(Nc1cccc([N+](=O)[O-])c1)N1CCCCCC1	-7	5	/	-8	9	4	-4	-1

Next results follow:
SMILES	HKDC1 inh	SENP8 block	Gli-Sufu antag	697 NFkB inh	Apaf-1 inh	UBC13 polyUb	SENP7 inh	Jurkat NFkB inh
Cc1scc(C(=O)NNC(=S)NCC2CCCO2)c1C (stereo not given)	-5	-10	-2	-33	0	-11	-4	-16
CCOC(=O)c1cc(-c2ccncc2)nc2c1c(C)nn2C	3	1	-7	-15	18	113*	18	4
CN1CCN(NC(=O)CC(C)(C)C)CC1	-8	5	-19	0	-8	-4	5	-11
COc1ccc(C(=O)NCCc2ccc(C)cc2)cc1OC1CCN(C(C)=O)CC1	-5	-2	4	-5	2	3	-7	2
O=C(CCC(=O)c1cccs1)Nc1ncccc1O	5	9	-15	-20	0	-5	0	-6
CCCCn1c(SCC(=O)NCc2ccco2)nc2c1c(=O)n(C)c(=O)n2C	1	-1	-1	-12	-6	3	-5	0
CC/C(=N/NC(=O)c1ccc(Br)o1)c1ccc(Cl)cc1	3	0	0	-6	1	7	8	3
CCCn1c(CNc2ccc(Br)cc2)nc2ccccc21	0	-17	-26	14	27	11	19	-3
CCN1C(=O)c2ccccc2Sc2ccc(C(=O)NCCCN3CCCCC3)cc21	-5	-4	42	-3	5	13	-1	-16
Cn1c(SCC(=O)Nc2nccs2)nnc1-c1ccncc1	6	-5	6	6	-5	-1	-1	-6
Cc1ccc(C(=O)N2CCN(c3ccccc3F)CC2)cc1NC1=NC2CS(=O)(=O)CC2S1 (stereo not given)	-1	-6	27	-13	-5	1	-6	4
N#Cc1ccc(OCC(=O)N(C2CCCCC2)C2CCS(=O)(=O)C2)cc1 (stereo not given)	-7	10	5	-1	-9	4	0	-2
CCCc1nnc(NC(=O)c2cc3ccccc3o2)s1	5	13	-13	-71	6	-3	0	-12
CC(=NNC(=O)c1cc(C)nc2ccccc12)c1ccc(N2CCOCC2)cc1	-6	4	9	13	4	-2	-3	3
CCOc1ccc2[nH]c(=O)c(CN(CCO)C(=O)c3ccccc3F)cc2c1	-8	-3	-12	1	2	2	2	-16
CCc1[nH]nc2c1C(c1ccncc1)C(C#N)=C(N)O2 (stereo not given)	4	-3	/	-15	-18	-11	1	0
COc1ccc(C(=O)Nn2c(C)nnc2-n2nc(C)cc2C)cc1OC	-12	-3	8	8	-12	4	4	6
Cc1cccc(OC(C)C(=O)N2CCN(Cc3ccc4c(c3)OCO4)CC2)c1 (stereo not given)	-4	-4	2	-11	6	0	-9	5
Cc1ncc(CO)c(/C=N/NC(=S)Nc2ccc(C(C)C)cc2)c1O	-25	-9	-8	6	-6	1	5	-1
Cc1ccc(Nc2nc(N)nc(CN3CCCCCC3)n2)cc1	4	-2	1	-8	11	-6	-1	-8
NC(=O)C1CCCN(CC(=O)Nc2ccccc2C(=O)NC2CC2)C1 (stereo not given)	4	3	-9	4	-9	1	-1	1
Cc1cc(C(=O)NC2CCCCCCC2)ccc1[N+](=O)[O-]	0	-10	-58	-125	-13	-2	-3	-45
CCOC(=O)c1c(NC(=O)COc2cccc3c2CCN(CC)C3=O)sc2c1CCC2	-8	4	14	-10	18	0	-5	5
CCCC(=O)Nc1nc(-c2ccccc2)c(CC)s1	-6	5	-3	15	6	10	4	11
COc1ccc(-c2cn(CCC(=O)O)c(-c3ccncc3)n2)cc1	-5	-10	-8	13	-7	-3	-1	12

Record cards, from the list above. Order of screens: HKDC1 inh	SENP8 block	Gli-Sufu antag	697 NFkB inh	Apaf-1 inh	UBC13 polyUb	SENP7 inh	Jurkat NFkB inh
Entry for COc1ccc(-c2noc(N3CCC(C(=O)Nc4ccc(OC)cc4OC)CC3)n2)cc1 = 6	7	-4	29	10	11	1	5
Entry for COc1ccc(CN(C)C(=O)c2ccc(NS(=O)(=O)c3ccccc3)cc2)c(OC)c1 = 5	6	-7	12	10	-4	4	1
Entry for CCc1[nH]nc2c1C(c1ccncc1)C(C#N)=C(N)O2 (stereo not given) = 4	-3	/	-15	-18	-11	1	0
Entry for COc1ccc(C(=O)Nn2c(C)nnc2-n2nc(C)cc2C)cc1OC = -12	-3	8	8	-12	4	4	6
Entry for NC(=O)C1CCCN(CC(=O)Nc2ccccc2C(=O)NC2CC2)C1 (stereo not given) = 4	3	-9	4	-9	1	-1	1

Additional records:
SMILES	HKDC1 inh	SENP8 block	Gli-Sufu antag	697 NFkB inh	Apaf-1 inh	UBC13 polyUb	SENP7 inh	Jurkat NFkB inh
CC1CCCC(C)N1C(=O)c1cc(-c2ccc(Cl)c(Cl)c2)on1 (stereo not given)	9	2	-41	-89	27	3	1	-76
Cc1noc(C(=O)NCc2ccc(F)cc2)c1Cl	-8	-9	2	-39	7	-4	-8	-23
COc1ccccc1NC(=O)c1cc2cc(Br)ccc2oc1=N	0	-14	-3	-14	36	-1	-7	-2
CC(C)CNc1oc(-c2ccc(F)cc2)nc1C#N	-3	-16	-17	-8	4	16	-13	10
COC(=O)CSc1nc2cc(OC)ccc2cc1C#N	3	21	4	-137	2	6	4	-166
Cc1ccc(CNC(=O)c2cccc(OCc3c(C)noc3C)c2)cc1	-6	4	12	-5	9	0	-6	20
Cc1ccc2nc(NC(=O)c3ccc(N4C(=O)CCC4=O)cc3)sc2c1	4	8	-48	-11	11	-3	7	-2
O=C1C(=O)N(CCCn2ccnc2)C(c2cccc(Br)c2)/C1=C(\O)c1ccc2c(c1)OCCO2 (stereo not given)	-6	1	51	-13	11	-23	10	9
COCCN(C(=S)Nc1ccccc1OC)C1CCN(C(C)=O)CC1	-9	1	-2	14	0	3	2	-10
O=C(CCN1C(=O)/C(=C\c2ccc(F)cc2)SC1=S)Nc1ccc(O)cc1	-4	11	2	-32	-14	-16	-4	1
CCOc1ccc(C(CC(=O)O)n2cnnn2)cc1OC (stereo not given)	-9	6	0	-5	5	2	3	14
NC(=O)C(c1ccc(Br)cc1)c1ccc(C(=O)c2ccccc2)cc1 (stereo not given)	8	2	12	-8	20	2	-5	5
Cc1noc(C)c1COc1ccc(C(=O)NCCc2ccccn2)cc1	-5	4	11	10	1	10	8	16
Cc1c(Br)c(C(N)=O)nn1C	0	-3	37	9	-11	3	-10	12
CC(c1ccccc1)N1CC(C(=O)Nc2ccc(F)cc2)CC1=O (stereo not given)	-5	1	-13	-16	5	-11	-13	-2
NC(=O)C1CCN(C(=O)C2CC(=O)N(Cc3ccccc3)C2)CC1 (stereo not given)	-3	-4	-5	9	-17	3	-1	9
Cc1ccc2cc(NC(=O)c3cccc(F)c3)ccc2n1	-5	31	-81	-169	2	5	40	-136
O=C(Cc1cccc2ccccc12)NC(NC(=S)Nc1ccccc1Cl)C(Cl)(Cl)Cl (stereo not given)	-19	1	2	16	6	4	-1	-3
COCCNC(=O)C(=O)Nc1cc2c3c(c1)CCC(=O)N3CCC2	-3	-1	6	-3	-1	-2	-3	-4
Cc1n[nH]c(C)c1CCOc1ccc(C(C)C)cc1	2	7	-4	-16	22	10	-1	-9
CN1CCN(Cc2coc3c(Cl)cc(Cl)cc3c2=O)CC1	8	-4	38	11	3	-1	-2	3
CC1CCCCN1CCNS(=O)(=O)c1ccc2c(c1)oc(=O)n2C (stereo not given)	0	-3	4	0	-2	-9	-3	-15
CCOC(=O)N1CCc2c(sc3c2c(=O)n(Cc2ccccc2)c(=O)n3CC(=O)NCCOC)C1	-7	-6	-1	6	-2	8	-5	0
CCn1cnc2c1c(=O)n(CC(=O)NN)c(=O)n2Cc1ccccc1	4	2	4	3	1	2	2	-1
Brc1ccc(-c2nn3c(-c4ccco4)nnc3s2)o1	-5	-1	0	16	25	-74	6	1
CCc1ccc(N(C(=O)Cc2cccs2)C(C(=O)NC2CCCCC2)c2cn(C)nc2C)cc1 (stereo not given)	-1	3	6	1	8	7	-8	6
CN1C(=O)/C(=C/c2cc3c(cc2Br)OCO3)NC1=S	0	-7	/	-7	6	2	-9	-2
COc1ccc(NC(=O)CN2CCN(c3ccccc3C)CC2)cc1	3	-3	15	-2	-9	-1	5	8
CS(=O)(=O)N1CCc2cc(C(=O)N3CCN(c4cccc(Cl)c4)CC3)ccc21	1	-1	13	-2	5	9	8	6
CCCCN(C(=O)C(C)Oc1cccc(Cl)c1)c1c(N)n(CCC)c(=O)[nH]c1=O (stereo not given)	-6	-6	-9	14	-9	1	-8	27

No enrichment for hits; overall some 3.6% were active at least once.
